Assay outcomes deposited in PubChem BioAssay by National Center for Advancing Translational Sciences (NCATS).
Casp7 inh = caspase-7 (human) inhibition, allosteric or competitive; recombinant caspase-7, Ac-DEVD-AFC fluorescence rate; actives 0.02% (n = 75,000); Potency, µM (titrated, usually from 57.5 µM), inactives show top-dose activity change, negative = inhibition, actives largely listed as inhibitors; P55210; active means well fitted inhibition curve with a large enough effect in the main read-out, with a control signal flat, not every such curve was filed as active; inconclusive means small, poorly fitted or top-dose-only effect, or a change in a side signal; further: potency means the concentration at half of the fitted maximal effect; % of control where 0% means no effect
Texas Red fluor = compound fluoresces in the Texas Red spectral region. Compound fluorescence, Texas Red channel, 547/618 nm; stronger effect = higher value. max dye-equivalent concentration, M. actives 0.06% (n = 59,000). AID 587; in the data active means max dye-equivalent concentration above about 10 nM; inconclusive means between about 1.1 nM and that limit
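Spectral interference profiling: each compound concentration's relative fluorescence, read with a 547 nm excitation and 618 nm emission filter pair, was normalized to a per-plate Texas Red standard curve.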
Tau filament bind = binds recombinant human tau filaments; P10636; recombinant tau filaments, thioflavin S fluorescence, 15 h; filaments grown with octadecylsulfate alongside compound; Potency, µM (highest dose often 57.1 µM), without a hit: at the top dose activity change, negative = inhibition; actives 2% (n = 71,000);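 further: potency means the concentration at half of the fitted maximal effect; on the % scale 0 is the no-effect control and ±100 the full control effect; actives lower thioflavin S fluorescence by blocking filaments or displacing dye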
Target sequence (P10636 whole entry, looked up): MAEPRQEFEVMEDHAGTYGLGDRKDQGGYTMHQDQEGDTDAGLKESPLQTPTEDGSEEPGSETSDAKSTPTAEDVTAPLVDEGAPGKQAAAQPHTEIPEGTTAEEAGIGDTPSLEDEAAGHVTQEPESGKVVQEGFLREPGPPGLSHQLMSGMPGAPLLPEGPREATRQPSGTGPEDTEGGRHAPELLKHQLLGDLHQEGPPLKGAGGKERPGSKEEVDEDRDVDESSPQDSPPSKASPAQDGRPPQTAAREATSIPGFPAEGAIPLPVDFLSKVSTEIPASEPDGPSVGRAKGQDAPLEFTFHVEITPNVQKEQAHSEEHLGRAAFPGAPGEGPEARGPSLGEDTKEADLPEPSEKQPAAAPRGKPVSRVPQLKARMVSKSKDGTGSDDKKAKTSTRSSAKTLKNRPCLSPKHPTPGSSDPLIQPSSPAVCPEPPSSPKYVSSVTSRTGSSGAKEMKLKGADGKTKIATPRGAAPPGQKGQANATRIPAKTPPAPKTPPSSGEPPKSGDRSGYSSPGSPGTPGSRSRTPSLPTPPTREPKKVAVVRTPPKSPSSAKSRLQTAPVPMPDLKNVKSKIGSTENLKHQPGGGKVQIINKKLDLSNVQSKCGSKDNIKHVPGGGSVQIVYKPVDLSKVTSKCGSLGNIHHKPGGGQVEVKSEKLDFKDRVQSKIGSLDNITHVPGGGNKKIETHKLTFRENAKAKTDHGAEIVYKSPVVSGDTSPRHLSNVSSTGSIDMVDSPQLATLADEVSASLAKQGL
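Recombinant tau protein (human, 1 uM final) plus 30 uM ODS in HEPES pH 7.4 with NaCl, DTT and thioflavine S. Compound present from the start; fluorescence at 510 nm after 15 h, 37 C.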
Rhodamine fluor = compound autofluorescence in rhodamine spectral region; Rhodamine-region fluorescence, 547/598 nm, Tris buffer; stronger effect = higher value; max dye-equivalent concentration, M; actives 0.05% (n = 59,000); in the data active means max dye-equivalent concentration above about 11 nM; inconclusive means between about 1.1 nM and that limit
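Intensities are converted to rhodamine-equivalent concentration using a six-point rhodamine standard on each plate. Compounds sit 15 min at room temperature in 100 mM Tris buffer, pH 8.0; read uses the 547/598 nm excitation/emission pair.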
USP2a inhib = blocks human ubiquitin-specific protease USP2a; Potency, µM (doses to about 38.3 µM), inactives show at the top dose activity change, negative = inhibition, actives largely listed as inhibitors; O75604; USP2a enzymatic assay, qHTS inhibition; actives 0.1% (n = 60,000);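 further: potency means the concentration at half of the fitted maximal effect; nearly all actives have a fitted effect of over 60% in size; plate controls were DMSO for no effect and NEM full inhibition control for full effect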
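Coupled readout: USP2-cleaved Ub-PLA2 (20nM final) turns over NBD C6-HPC (20uM final), Ex 460nm/Em 535nm after 2.5 h, time-zero read flagging artifacts. Enzyme (20nM final, pH 8.0 Tris) given 30 min RT with compound first; NEM defines full inhibition.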
Fluorescein fluor = compound fluoresces in the fluorescein spectral region; Compound autofluorescence, 480/540 nm, fluorescein-equivalent; stronger effect = higher value; max fluorescein-equivalent concentration, M; actives 0.91% (n = 59,000); AID 593; in the data active means max fluorescein-equivalent concentration above about 10 nM; inconclusive means between about 1.1 nM and that limit
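Spectral profiling of library compounds in the fluorescein window (480 nm excitation, 540 nm emission) after 15 min at room temperature in pH 8.0 Tris (100 mM). Values are dye-equivalent concentrations.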
HADH2 inh = inhibitors of human HADH2 dehydrogenase | recombinant HADH2, NADH fluorescence, beta-hydroxybutyryl-CoA | Potency, µM (doses to about 57.1 µM), without a hit: top-dose activity change, negative = inhibition, usual class: inhibitors | actives 3.4% (n = 73,000) | AID 886; further: potency means the concentration at half of the fitted maximal effect; on the % scale 0 is the no-effect control and ±100 the full control effect; nearly all actives have a fitted effect of over 60% in size; many of its hits are not listed in these tables
Target sequence (Q99714 whole entry, looked up, one chain of several): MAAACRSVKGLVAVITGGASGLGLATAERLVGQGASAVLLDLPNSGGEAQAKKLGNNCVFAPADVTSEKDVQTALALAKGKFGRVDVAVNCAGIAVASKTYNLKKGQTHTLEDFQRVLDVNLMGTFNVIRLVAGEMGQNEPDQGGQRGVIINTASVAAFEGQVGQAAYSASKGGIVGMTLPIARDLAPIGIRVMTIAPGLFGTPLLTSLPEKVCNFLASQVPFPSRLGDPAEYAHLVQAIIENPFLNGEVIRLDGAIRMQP
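His-tagged recombinant enzyme from E. coli, 20 nM, preincubated 15 min RT with compound; reaction started with 1 mM NAD+ and 90 uM beta-hydroxybutyryl-CoA in 100 mM Tris-HCl pH 9.0. NADH fluorescence (ex 360/em 450) read over 4 min; last-minus-first difference.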
Caspase-1 inhib = allosteric or competitive inhibitors of human caspase-1; P29466; Caspase-1 enzyme, Ac-WEHD-AFC fluorogenic rate; Potency, µM (highest dose often 57.5 µM), inactives show at the highest dose activity change, negative = inhibition, usual class: inhibitors; actives 0.03% (n = 75,000); AID 900;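 further: potency means the concentration at half of the fitted maximal effect; plate controls were vehicle for no effect and no substrate for full effect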
HEK293 cAMP cs = counter-screen for TSHR agonists: cAMP increase in parental HEK293 | Potency, µM (titrated, usually from 57.1 µM), without a hit: at the highest dose activation, actives largely listed as activators | actives 2.5% (n = 73,000) | parental HEK293 CNG cAMP sensor, membrane potential fluorescence; further: potency means the concentration at half of the fitted maximal effect; % of control where 0% means no effect; nearly all actives have a fitted effect of over 55% in size
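Parental HEK 293 cells stably expressing a cAMP-gated CNG channel were loaded with membrane potential dye containing 100 uM RO 20-1724 for 60 min. Compound added for 30 min; depolarization read as fluorescence intensity at 590 nm.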
ERK AVP inh = vasopressin-driven ERK pathway inhibition | HEK293-V1b, vasopressin-stimulated pERK AlphaScreen | actives 0.99% (n = 72,000) | AID 995 | Potency, µM (series often up to 57.5 µM), for inactives: top-dose activity, negative = inhibition, usual class: inhibitors; further: potency means the concentration at half of the fitted maximal effect; on the % scale 0 is the no-effect control and ±100 the full control effect; nearly all actives have a fitted effect of over 55% in size
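Overnight-seeded V1b-HEK293 cells in 1% FBS got compound, then vasopressin (25 nM final, 5 min, 37C), then lysis buffer. AlphaScreen detection of phospho-ERK; activity normalized to basal and full-stimulation controls.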
FLuc inh = inhibitors of firefly luciferase; AID 411; actives 2.2% (n = 72,000); purified firefly luciferase, luminescence, 8 min; Potency, µM (doses to about 57.1 µM), for the others: at the highest dose activity change, negative = inhibition, actives largely listed as inhibitors; P08659; further: potency means the concentration at half of the fitted maximal effect; on the % scale 0 is the no-effect control and ±100 the full control effect; nearly all actives have a fitted effect of over 40% in size
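Substrate buffer containing 10 uM ATP (pH 7.2 imidazole, Mg2+, KCl, detergent, BSA) is dispensed, compound pinned in, then luciferase/luciferin detector mix added. After 8 min at ambient temperature, light output is measured.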
Active calls of the source: *; i = inactive; ? = inconclusive; / = not tested or not shown; [ ] = dose if it differs, or a comment. Unless noted, the call rests on the fitted dose curve; in most records, active means well fitted curve in the direction sought with a large enough effect; inconclusive means small, poorly fitted or top-dose-only effect, or another doubt; inactive means no such curve, though single readings can be large; an effect the other way counts as inactive or inconclusive. Some of the compounds tested. The share of hits here may be higher or lower than overall.

Order of results – USP2a inhib | Caspase-1 inhib | Texas Red fluor | FLuc inh | Rhodamine fluor | Casp7 inh | HADH2 inh | ERK AVP inh | HEK293 cAMP cs | Fluorescein fluor | Tau filament bind
CO[C@@H]1/C=C\O[C@]2(C)Oc3c(C)c(O)c4c(O)c(c(CN5CCN(C)CC5)c(O)c4c3C2=O)NC(=O)/C(C)=C\C=C[C@@H](C)[C@@H](O)[C@H](C)[C@@H](O)[C@H](C)[C@H](OC(C)=O)[C@@H]1C
  / | -5%[11.5 µM] | i | 1%[11.4 µM] | i | -3%[11.5 µM] | 1%[11.4 µM] | -1%[11.5 µM] | 10%[11.4 µM] | ? | 3%[11.4 µM]
Cn1cc(-c2nc3cnc(N4CCNCC4)nc3n(CCC#N)c2=O)c2ccccc21
  212%[activator] | ? | i | -4%[11.4 µM] | i | ? | 3% | -13% | -14% | i | 439%
COc1ccc2nc(NC(=O)c3ccc(-n4nc(C)cc4C)cc3)sc2c1
  5% | -13% | i | 4% | i | -2% | 127%[activator] | 18% | -3% | ? | 105%
Cc1nnc(SCCn2c(N3CCCCC3)nc3c2c(=O)[nH]c(=O)n3C)s1
  -1% | 0% | i | -1% | i | 0% | 2% | 6% | 6% | i | 8%
O=C(NCCCNC(=O)c1cccs1)c1cccs1
  -3% | 0% | / | -1% | / | 0% | -4% | 5% | 1% | / | 9%
O=C(NCc1ccc2c(c1)OCO2)c1nnc(Cc2ccc(Cl)cc2)o1
  / | 4% | / | 1% | / | 0% | -6% | 3% | -1% | / | -3%
O=C(CN1C(=O)C2C3C=CC(C3)C2C1=O)NC1CCCc2ccccc21 (configuration not stated)
  2% | 2% | i | 2% | i | 2% | -6% | 14% | 20% | i | 7%
O=C(O)CCSCc1ccc(I)cc1
  / | -4%[11.5 µM] | i | 5%[11.4 µM] | i | -4%[11.5 µM] | 11%[11.4 µM] | -10%[11.5 µM] | 28%[11.4 µM] | i | 1%[11.4 µM]
CC(C)OC(=O)C(NC(=O)c1ccccc1)=C1CCCCC1
  0% | -3% | / | 0% | / | 1% | 10% | 0% | 30% | / | 0%
CCCC1(C(=O)OCC)NC(c2ccc(N(C)C)cc2)C2C(=O)N(c3ccc(F)cc3)C(=O)C21 (configuration not stated)
  21% | -3% | i | 2% | i | -2% | 2% | 6% | 20% | i | -16%
CCOC(=O)C1CCCN(C(=O)c2cc3ncc(Br)cn3n2)C1 (configuration not stated)
  2% | -1% | i | -2% | i | -3% | 1% | -7% | 7% | ? | -8%
CC1(C)CC(=O)C2=C(C1)Nc1ccccc1NC2c1ccccn1 (configuration not stated)
  2% | -1% | / | 1% | / | 0% | -14% | 3% | ? | / | 6%
[O-][N+]1=C2CCC/C(=N\O)C2=NC12CCCCC2
  -3% | 0% | / | 0% | / | 0% | 14% | -18% | -3% | / | 20%
CC(=O)N1CCc2cc(NS(=O)(=O)c3cccs3)ccc21
  -2% | 1% | i | 5% | i | 1%[0.00368 µM] | -19% | 10% | 0% | ? | -8%
CCOc1ncccc1C(=O)OCc1cc(=O)oc2c(C)c(C)ccc12
  1% | 0% | i | -1% | i | 0% | 4% | 2% | 29% | i | 10%
CN(Cc1ccc(-n2cccn2)cc1)C(=O)c1cnn2c1NC(c1ccco1)CC2C(F)(F)F (configuration not stated)
  39%[activator] | 0% | ? | 0% | i | -2% | 1% | 25% | 5% | i | -2%
CCCCCCCCC(=O)NCc1cc(OC)c(O)cc1I
  / | 2% | / | -2% | / | -4% | -6% | ? | ? | / | ?
COc1ccc2cc(C(=O)NCc3ccco3)c(=O)oc2c1
  9% | ? | i | ? | i | -19% | 25µM* | -13% | 0% | i | -6%
Cc1csc(NC(=O)c2ccco2)n1
  1% | -3% | / | -1% | / | -1% | -2% | -19% | 7% | / | 10%
COc1cccc(OCC(O)CN2CCC(Cc3ccccc3)CC2)c1 (configuration not stated)
  16% | 2% | ? | 2% | i | -2% | -3% | -4% | 14% | i | -1%
N#CCCn1cc(C(CC(=O)c2ccccc2)C(=O)O)c2ccccc21 (configuration not stated)
  3% | -1% | ? | 0% | i | -1% | -4% | -15% | 4% | i | 7%
COc1ccc(-n2nc(C(=O)N3CCCCC3)c3ccccc3c2=O)cc1
  -3% | 2% | ? | 2% | i | 0% | 0% | 2% | 4% | i | -1%
COc1cc(OC)c(Nc2cc(C)nc3nc(C)nn23)cc1Cl
  / | -1% | / | 1% | / | -1% | -2% | -20% | -5% | / | 2%
COc1ccc2c(c1)[n+]([O-])c(/C(C)=N/NC(N)=S)c(C)[n+]2[O-]
  / | 0%[11.5 µM] | ? | -3%[11.4 µM] | i | -3%[11.5 µM] | ? | -15%[11.5 µM] | -3%[11.4 µM] | ? | -22%[11.4 µM]
CC(C)CC(=O)Nc1ccc2oc(-c3ccncc3)nc2c1
  9% | -4% | ? | ? | i | 1% | 15% | 6% | -1% | i | -8%
COC(=O)[C@@]1(Cc2ccc(F)cc2)[C@H]2c3cc(C(=O)N(C)C)n(Cc4ccccc4)c3C[C@H]2CN1C(=O)c1ccccc1
  / | -5% | / | / | / | -8% | -8% | 17% | 10µM* | / | 4%
O=C(OCC(=O)N1CCN(C(=O)c2ccco2)CC1)c1ccccc1C(=O)c1ccccc1
  2% | -1% | ? | -2% | i | 1% | 7% | 7% | -10% | i | 5%
OC1c2ccccc2-c2nc3ccccc3cc21 (configuration not stated)
  / | -1% | / | / | / | -3% | 6% | -23% | 6% | / | -30%
COC(=O)c1cc2ccccc2c(=O)s1
  -8% | -1% | i | 2% | i | -3% | -4% | -7% | 5% | ? | -2%
O=C(c1ccccc1C(=O)N1CCN(c2ccc(F)cc2)CC1)N1CCN(c2ccc(F)cc2)CC1
  61%[activator] | -5% | i | 0% | i | -3% | -2% | 40µM* | 11% | ? | 19%

Next section (six carried over from the part before).
Order of results – USP2a inhib | Caspase-1 inhib | Texas Red fluor | FLuc inh | Rhodamine fluor | Casp7 inh | HADH2 inh | ERK AVP inh | HEK293 cAMP cs | Fluorescein fluor | Tau filament bind
CC(C)CC(=O)Nc1ccc2oc(-c3ccncc3)nc2c1
  9% | -4% | ? | ? | i | 1% | 15% | 6% | -1% | i | -8%
COC(=O)[C@@]1(Cc2ccc(F)cc2)[C@H]2c3cc(C(=O)N(C)C)n(Cc4ccccc4)c3C[C@H]2CN1C(=O)c1ccccc1
  / | -5% | / | / | / | -8% | -8% | 17% | 10µM* | / | 4%
O=C(OCC(=O)N1CCN(C(=O)c2ccco2)CC1)c1ccccc1C(=O)c1ccccc1
  2% | -1% | ? | -2% | i | 1% | 7% | 7% | -10% | i | 5%
OC1c2ccccc2-c2nc3ccccc3cc21 (configuration not stated)
  / | -1% | / | / | / | -3% | 6% | -23% | 6% | / | -30%
COC(=O)c1cc2ccccc2c(=O)s1
  -8% | -1% | i | 2% | i | -3% | -4% | -7% | 5% | ? | -2%
O=C(c1ccccc1C(=O)N1CCN(c2ccc(F)cc2)CC1)N1CCN(c2ccc(F)cc2)CC1
  61%[activator] | -5% | i | 0% | i | -3% | -2% | 40µM* | 11% | ? | 19%
COCCCNC(=O)c1ccc(N(C)S(C)(=O)=O)cc1
  -6% | 0% | ? | 0% | i | -1% | 12% | -12% | -1% | i | -5%
CCOC(=O)C1CCN(S(=O)(=O)Cc2ccccc2)C1=O (configuration not stated)
  -2% | 1% | i | -10% | i | -1% | 3% | -1% | -5% | i | -1%
COC(=O)c1cc(-c2ccc(OC)c(OC)c2)n[nH]1
  7% | -2% | i | -7% | i | -2% | -2% | -14% | 2% | i | 8%
CCn1c(SCC(=O)Nc2nc(-c3ccc(C)cc3)cs2)nnc1-c1ccccc1O
  38%[activator] | -1% | i | -14% | i | -4% | -15% | ? | 9% | i | 114%
CC(=O)N(CC(O)CN(C(C)=O)c1c(I)c(C(=O)NC[C@@H](O)CO)c(I)c(C(=O)NC[C@@H](O)CO)c1I)c1c(I)c(C(=O)NC[C@@H](O)CO)c(I)c(C(=O)NC[C@@H](O)CO)c1I
  -6%[17.1 µM] | 0%[25.7 µM] | i | 0%[25.5 µM] | i | 0%[25.7 µM] | -9%[25.6 µM] | -5%[25.7 µM] | -2%[25.6 µM] | ? | 5%[25.6 µM]
COC(=O)C(NC(=O)c1ccccc1)=C(C)C
  -1% | -1% | i | -3% | i | -1% | -9% | -7% | 2% | i | 0%

With a hit mark in HADH2 inh, among the entries above:
SMILES | USP2a inhib | Caspase-1 inhib | FLuc inh | Rhodamine fluor | Casp7 inh | HADH2 inh | Fluorescein fluor | Tau filament bind
COc1ccc2cc(C(=O)NCc3ccco3)c(=O)oc2c1 | 9% | ? | ? | i | -19% | 25µM* | i | -6%
